Screening data from PubChem.
GalR3 antag – blocks the human galanin receptor 3; 360,000 compounds, 0.44% hits; HEK293 GalR3-CNG cAMP membrane potential fluorescence; galR3 body fused to GalR1 C-terminus; O60755; inhibition, % at 3 µM;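 active means inhibition above the screen-wide average plus 3 SD, cut at about 13% in these data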;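 further: forskolin and galanin both at EC90 stimulate the cells; cAMP rise reported by CNG channel membrane potential dye signal; 0% = forskolin plus galanin with DMSO and 100% = forskolin alone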
Target sequence (O60755 1-299 limits assumed): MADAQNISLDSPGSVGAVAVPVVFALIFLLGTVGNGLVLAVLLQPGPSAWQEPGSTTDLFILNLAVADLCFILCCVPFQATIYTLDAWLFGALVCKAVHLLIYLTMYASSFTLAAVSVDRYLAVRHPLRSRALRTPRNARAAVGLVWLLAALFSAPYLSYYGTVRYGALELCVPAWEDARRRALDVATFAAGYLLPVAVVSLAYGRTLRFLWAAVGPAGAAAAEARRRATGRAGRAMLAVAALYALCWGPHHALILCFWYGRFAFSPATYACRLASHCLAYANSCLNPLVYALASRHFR
MEKK3 PB1 HTS – raises or lowers MEK5 binding to the human MEKK3 PB1 domain; Q99759; bead-based flow cytometry, Alexa488-MEK5 binding to MEKK3; actives lie on both sides; 0 = blocked by unlabeled MEK5, 100 = vehicle; binding response (% of control), % at 10 µM; 290,000 compounds, 1.4% hits; AID 1529;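 active means binding response more than 3 SD above or below the average of its plate-row segment, actives on both sides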;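 further: Alexa488 bead fluorescence after subtracting the streptavidin-only scavenger bead signal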
MEKK2wt PB1 HTS – raises or lowers MEK5 binding to wildtype human MEKK2 PB1 domain | Q9Y2U5 | bead flow cytometry, Alexa488-MEK5 binding to MEKK2 WT; actives lie on both sides | binding response (% of control), % at 10 µM | 290,000 compounds, 1.1% hits | AID 1531; in the data active means binding response below about 67% or above about 130%
OXTR agonist – human OXTR agonism | activation, % at 3 µM | AID 2435 | CHO-OTR cells, Fluo-8 calcium fluorescence; normalized: DMSO 0%, oxytocin 100% | 320,000 compounds, 0.32% hits;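 active means activation above the mean of all tested compounds plus 3 SD, cutoff set per screening run, cut at about 20% in these data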;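 further: peak over basal fluorescence ratio from a 100 s FLIPR kinetic read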
NALP1 inh – inhibitors of NALP1 inflammasome in yeast; S. cerevisiae NALP1/ASC/caspase-1 growth, X-gal OD620, 72 h; inhibition, % at 10 µM; 280,000 compounds, 0.61% hits; AID 2071; in the data active means inhibition mostly above about 24%, no sharp cut-off; inactive means mostly below about 32%; further: some compounds called inactive have numbers as strong as hits
PHOSPHO1 inh – PHOSPHO1 (human) inhibition; inhibition, % at 13.3 µM; 290,000 compounds, 1.1% hits; recombinant PHOSPHO1, absorbance phosphatase assay; in the data active means inhibition above about 60%
Target sequence (Q8TCT1 whole entry, looked up): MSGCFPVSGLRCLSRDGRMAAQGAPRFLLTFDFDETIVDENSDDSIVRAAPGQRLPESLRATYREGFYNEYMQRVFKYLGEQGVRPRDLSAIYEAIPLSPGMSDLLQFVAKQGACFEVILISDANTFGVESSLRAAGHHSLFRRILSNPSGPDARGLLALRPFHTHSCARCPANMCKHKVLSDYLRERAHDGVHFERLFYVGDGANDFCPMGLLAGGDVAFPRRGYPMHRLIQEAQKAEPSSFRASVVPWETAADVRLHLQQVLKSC
V1R ag counter – V1a receptor agonism, counter-screen for OXTR agonists; CHO-V1R cells, Fluo-8 calcium fluorescence, agonist mode; 0% DMSO, 100% 3 nM vasopressin; P37288; activation, % at 3 µM; AID 2797; 320,000 compounds, 0.25% hits;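 active means activation above the mean activation of all tested compounds plus 3 SD, per screening run, cut at about 20% in these data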;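 further: signal is peak over basal fluorescence ratio across a 100 second FLIPR read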
GPR7 antagonist – human neuropeptides B/W receptor 1 antagonism. P48145. GPR7-expressing cells, fluorescence antagonist assay. inhibition, % at 4.4 µM. 290,000 compounds, 1.1% hits. AID 1861; in the data active means inhibition above about 16%, passing the limit was not always enough;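 further: cells stimulated with the agonist NPW; 0% = agonist with vehicle and 100% = vehicle without agonist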
Target sequence (P48145 whole entry, looked up): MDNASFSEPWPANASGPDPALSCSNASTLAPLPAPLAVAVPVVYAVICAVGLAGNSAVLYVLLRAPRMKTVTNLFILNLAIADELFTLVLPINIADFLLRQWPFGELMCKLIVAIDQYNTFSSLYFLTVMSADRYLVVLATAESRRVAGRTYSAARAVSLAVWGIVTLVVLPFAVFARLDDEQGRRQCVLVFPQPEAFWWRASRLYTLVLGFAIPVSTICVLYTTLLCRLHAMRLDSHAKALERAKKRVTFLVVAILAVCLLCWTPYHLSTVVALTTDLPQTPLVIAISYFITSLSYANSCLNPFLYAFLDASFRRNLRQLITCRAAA
MEKK2mut PB1 HTS – signal of MEK5 binding to mutant human MEKK2 PB1 domain; bead flow cytometry, Alexa488-MEK5 binding to MEKK2 mutant; percent response, % at 10 µM; 290,000 compounds, 0.35% hits; in the data active means percent response above about 24%, passing the limit was not always enough; further: inactives centre near 1; some results filed as inactive read as strong as hits; reference of the scale not given here
An asterisk follows results filed as active; . = not tested or not shown.

Under each structure – MEKK2wt PB1 HTS	GalR3 antag	V1R ag counter	NALP1 inh	MEKK3 PB1 HTS	OXTR agonist	GPR7 antagonist	MEKK2mut PB1 HTS	PHOSPHO1 inh
- CCc1ccc(C2=NNC(=Nc3cccc(S(=O)(=O)N(C)C)c3)SC2)cc1
→ 104	-5	-0.2	.	128*	-1.6	6	0	-15
- COc1ccc(N2CC(C(=O)NCc3cccnc3)CC2=O)cc1 (configuration not stated)
→ 101	0	0.1	-31	101	1.9	-7	4	-9
- CC1CC(CC(=O)Nc2nc(-c3ccccc3)cs2)C(=O)O1 (configuration not stated)
→ 95	-1	2.0	-12	105	4.0	-3	-5	57
- CC1CCCCN1c1nc2nonc2nc1N1CCCCC1C (configuration not stated)
→ 97	1	-0.1	-8	126*	-2.4	-10	6	-10
- CC1(c2ccccc2)NC(=O)N(CC(=O)NCc2cccc(Cl)c2)C1=O (configuration not stated)
→ 96	-4	2.3	5	101	0.8	-1	7	16
- COc1ccc(S(=O)(=O)N2CCc3ccccc3C2)cc1C(=O)O
→ 95	-12	0.0	39	92	-0.5	0	-1	-29
- O=[N+]([O-])c1ccc(/C=N/Nc2nc3ccccc3o2)cc1
→ 114	-3	0.8	12	113	-0.6	-7	11	42
- CCOC(=O)/C(C#N)=C/C1=C(N2CCOCC2)C(C)(C)OCC1
→ 99	-4	-0.3	.	99	-0.8	3	4	17
- Cc1ccc(C)c(N2CCN(C3CCCC(C)C3)CC2)c1 (configuration not stated)
→ 106	-12	0.3	16	106	-1.7	17	5	39
- Cc1ccc2nc(-c3ccc4c(c3)OCCO4)cc(C(=O)O)c2c1
→ 97	-4	0.9	31	92	-0.6	-5	-12	21
- CNC(=O)CN(c1ccc(C(C)C)cc1)S(C)(=O)=O
→ 101	-1	0.9	3	102	0.5	-5	-7	6
- Cc1ccc(S(=O)(=O)Nc2cccnc2Oc2ccc(Cl)cc2)cc1
→ 95	-7	0.7	-8	103	-1.6	-5	0	7
- Cc1cc(Cl)ccc1C(=O)C1CCCN(C(=O)c2cccnc2C)C1 (configuration not stated)
→ 101	-7	2.1	15	102	1.0	10	-1	51
- O=C(COC(=O)c1ccccc1)Nc1ccccc1N1CCOCC1
→ 108	-2	10	22	88	-1.8	-4	-6	0
- CCOC(=O)/C=C/c1ccc2c(c1)S(=O)(=O)N(Cc1ccc(OC)cc1)[C@H]2CC(=O)OCC
→ 106	-6	1.6	.	107	1.0	.	4	.

As entered above:
In GalR3 antag, COc1ccc(S(=O)(=O)N2CCc3ccccc3C2)cc1C(=O)O is entered as -12
In MEKK2mut PB1 HTS, CC1CC(CC(=O)Nc2nc(-c3ccccc3)cs2)C(=O)O1 (configuration not stated) is entered as -5
In GalR3 antag, Cc1cc(Cl)ccc1C(=O)C1CCCN(C(=O)c2cccnc2C)C1 (configuration not stated) is entered as -7

Later entries:
Under each structure – MEKK2wt PB1 HTS	GalR3 antag	V1R ag counter	NALP1 inh	MEKK3 PB1 HTS	OXTR agonist	GPR7 antagonist	MEKK2mut PB1 HTS	PHOSPHO1 inh
- Cn1cc(SCC(=O)NCC2CCCO2)c2ccccc21 (configuration not stated)
→ 108	.	-0.7	.	105	-1.0	.	5	-16
- Cc1cccc(C(=O)N2CCCC(N3CCN(Cc4ccc5c(c4)OCO5)CC3)C2)n1 (configuration not stated)
→ 87	1	1.1	20	90	-0.7	27*	-6	29
- CC(Sc1nncs1)C(=O)NCc1ccc2c(c1)OCO2 (configuration not stated)
→ 91	-6	1.3	20	95	0.8	-10	2	-25
- Cc1cc(C)nc(SCC(=O)OCC(=O)Nc2ccccc2)n1
→ 103	-9	0.6	21	102	1.0	-1	-1	24
- CCn1c(NC(=O)C(C)C)c(-c2ccccc2)c(=O)c2ccccc21
→ 97	-6	0.3	10	99	0.6	-10	-3	33
- O=C(Cn1c(=S)[nH]c2ncccc2c1=O)NCCc1ccccc1
→ 96	1	0.8	-6	99	0.4	-8	0	22
- CN(CCCNC(=O)c1nn(C)c2c1CS(=O)(=O)c1ccccc1-2)Cc1ccccc1
→ 103	-5	0.4	20	105	-0.2	-9	6	18
- CCOC(=O)c1sc(NC(=O)c2ccc(C)s2)cc1C
→ 117	-4	-1.0	-4	114	-2.4	-1	9	12
- CC(C)c1ccc(C(=O)NC(=S)NCc2cccnc2)cc1
→ 106	-6	0.6	28	117	-0.8	-7	0	-4
- CSc1nc(NCC(C)C)c2c3c(sc2n1)CN(C)CC3
→ 111	-6	-0.2	16	101	-0.1	-8	6	51
- COCCCN1C(=O)c2ccc(C(=O)N3CCN(c4ccccc4OC)CC3)cc2C1=O
→ 106	-9	0.4	11	105	0.2	-16	8	40
- Cc1ccc(NC(=O)Cc2c[nH]c3ccccc23)cc1S(=O)(=O)N1CCCCCC1
→ 95	3	1.1	11	95	-0.7	-5	-3	-4
- Cc1ccc(S(=O)(=O)CC(=O)c2ccc([N+](=O)[O-])cc2)cc1
→ 99	-5	-0.3	-9	103	-0.6	-16	2	-8
- Cc1c(CNCCc2ccc(Cl)cc2)c(C(=O)O)c(C)n1Cc1ccccc1
→ 91	-4	1.1	-2	87	0.0	-5	-2	40
- CCn1c(=O)c(C(=O)CN(C)Cc2cccc(OC)c2OC)c(N)n(Cc2ccccc2)c1=O
→ 99	-3	0.7	.	101	-0.1	1	2	5
- C=CCOC(=O)C1=C(C)NC(=O)NC1c1cc2c(cc1Br)OCO2 (configuration not stated)
→ 105	-3	-1.1	6	104	-1.7	-16	14	-23
- C[C@]12C[C@H](O)[C@@H]3c4ccc(O)cc4CCC3[C@@H]1CCC2=O (some centres not stated)
→ 93	-4	2.9	.	93	2.2	-11	-5	37
- O=C(Nc1ccc(F)cc1)Nc1ccccc1F
→ 103	-3	0.4	7	100	0.0	19	-1	44
- CCOC(=O)c1cn2nc(-c3ccc(OCC)cc3)cc2nc1C1CCN(C(=O)OC(C)(C)C)CC1
→ 91	-5	0.8	-3	92	1.4	0	-7	-3
- COc1ccc(/C(C)=N/NC(=O)CNC(=O)/C=C\c2ccco2)cc1
→ 88	5	0.1	11	101	-0.6	-4	-11	-10
- CC12COC3(C(=O)N4CCN(c5ccccn5)CC4)CC1CCC32C (configuration not stated)
→ 105	6	-0.2	.	104	0.5	-22	0	30
- Cc1ccc(NC(=O)NNC(=O)c2cc3ccccc3cc2O)cc1C
→ 100	-6	1.7	9	99	-0.1	14	3	19
- CCOc1ccccc1NC(=O)Cn1ncc2ccc([N+](=O)[O-])cc21
→ 102	-8	3.6	8	103	-1.9	-4	3	36
- O=C(CCc1ccccc1)Nc1ccncc1
→ 100	0	1.2	-2	100	3.1	-5	3	7
- CCN(CC)S(=O)(=O)c1cccc(-c2nnc(SCc3nnc(-c4cccs4)o3)n2N)c1
→ 97	-2	2.7	9	102	-1.8	-18	-3	39
- C/C(=C/C(=O)N1CCc2ccccc21)C(=O)O
→ 117	-5	0.6	10	145*	0.5	2	4	-16
- CC(=O)Nc1ccc(NC(=S)Nc2ccc(F)cc2)cc1
→ 104	-2	1.3	4	99	-0.1	0	1	4
- CCOc1ccc(OCCSc2nc3ccccc3c(=O)[nH]2)cc1
→ 102	-6	-0.6	-13	105	1.4	-8	3	28
- OCCN(CCO)c1ncnc2c1sc1nc(N3CCOCC3)c3c(c12)CCCC3
→ 106	9	1.3	.	102	1.6	-15	0	22
- CCCSC(=S)NC1CCS(=O)(=O)C1 (configuration not stated)
→ 103	-4	0.3	-6	102	0.4	-16	2	28
- Cc1ccc(Cl)c(OCC(=O)Nc2ccccc2C(=O)NC2CC2)c1
→ 102	0	0.8	16	101	2.1	-3	2	-17
- COCCNC(=O)Cn1ccc2cc(S(=O)(=O)N3CCCCC3)ccc21
→ 102	0	0.9	8	102	0.2	-4	2	-10
- O=[N+]([O-])c1cc(S(=O)(=O)C(F)(F)F)ccc1Sc1nc2ccccc2[nH]1
→ 99	7	5.2	4	103	4.4	-19	11	16
- COC(=O)Cc1ccc(NC(=S)N2CCN(c3ccc(OC)cc3)CC2)cc1
→ 109	-6	5.0	19	99	5.8	-3	-2	-24
- O=C(Nc1ccccc1C(=O)N1CCCCCC1)c1ccccc1Cl
→ 93	-1	-1.0	14	94	-1.2	-3	-7	33
- Cc1cc(C)c(NC(=O)c2cn3c4c(c(N5CCN(C)CC5)c(F)cc4c2=O)OCC3C)c(C)c1 (configuration not stated)
→ 102	-1	2.1	15	100	1.0	7	-1	-7
- C=CCn1c(SCC(=O)NCc2ccc3c(c2)OCO3)nnc1C1CCCCC1
→ 113	-5	-1.2	8	112	-1.6	3	6	17
- CC(=O)c1ccc(NC(=O)CSc2ccc(-c3ccc4c(c3)OCO4)nn2)cc1
→ 103	-10	-1.0	20	130*	-1.2	2	0	-3
- CN(C)c1oc(-c2ccco2)nc1C#N
→ 109	-3	-0.9	9	107	0.6	-5	13	4
- COc1ccc(C(=S)Nc2ccc(N(C)C)cc2)cc1
→ 94	-3	0.6	-20	97	-0.6	-2	-4	28
- CCc1cccc(N(C(=O)c2csnn2)C(C(=O)NC(C)(C)C)c2ccncc2)c1 (configuration not stated)
→ 96	-2	-0.2	-12	98	-0.8	-6	-7	-6
- CCOc1cc(/C=N/O)ccc1OCc1ccc(C)cc1
→ 101	-4	-0.3	40	105	-2.8	-13	-1	20
- CN1CCN(c2cc3c(cc2F)c(=O)c(C(=O)O)cn3CCF)CC1
→ 100	-2	0.1	-22	100	-0.3	-15	-12	-28
- CCCCCc1ccc(-c2ccc(/C=C/C(=O)O)cc2)nc1
→ 97	0	0.5	-16	100	-2.4	7	-2	-1
- CCc1cccc(C)c1NC(=O)CNCc1ccccc1
→ 99	0	0.8	13	100	-1.2	13	-5	3
- O=C(NCCCN1CCN(c2ccccc2)CC1)Nc1ccccc1C(F)(F)F
→ 116	1	0.5	9	104	6.4	-5	12	12
- CCC(C(=O)NC(CC(=O)O)c1ccc(Cl)cc1)c1ccccc1 (configuration not stated)
→ 104	-9	-1.0	19	104	0.7	6	0	25
